OX1R antag-1 = blocks the human orexin 1 receptor | O43613 | OX1R-expressing cells, FRET antagonist read-out | inhibition, % at 6.6 µM | AID 485270 | hit rate 1.8% among 330,000; in the data active = inhibition mostly above about 38%, no sharp cut-off; inactive = mostly below about 40%;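 note: 0% = agonist challenge alone and 100% = reference antagonist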
Target sequence (O43613 whole entry, looked up): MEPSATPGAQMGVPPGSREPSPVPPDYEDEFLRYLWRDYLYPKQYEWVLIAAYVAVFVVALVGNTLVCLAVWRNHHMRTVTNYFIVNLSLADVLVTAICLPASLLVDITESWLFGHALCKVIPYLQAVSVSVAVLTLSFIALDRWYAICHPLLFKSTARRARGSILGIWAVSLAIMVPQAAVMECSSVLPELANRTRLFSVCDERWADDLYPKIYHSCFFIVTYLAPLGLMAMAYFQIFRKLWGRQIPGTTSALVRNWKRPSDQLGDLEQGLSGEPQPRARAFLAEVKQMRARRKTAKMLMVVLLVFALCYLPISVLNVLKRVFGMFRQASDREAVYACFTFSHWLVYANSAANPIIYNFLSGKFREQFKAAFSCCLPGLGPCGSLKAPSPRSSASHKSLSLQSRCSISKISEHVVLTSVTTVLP
OX1R antag-2 = blocks the human orexin 1 receptor. hit rate 0.43% among 330,000. O43613. inhibition, % at 5 µM. AID 434989. CHO/OX1R cells, Fluo-8 calcium fluorescence, orexin A;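 active = inhibition above its plate's threshold, mean inhibition of all tested compounds on the plate plus 3 SD, cut at about 37% in these data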;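 note: 0% = orexin A challenge wells and 100% = SB-334867-A antagonist wells; not every result past the cut was called active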
* hit, by the source's call.

SMILES | OX1R antag-1 | OX1R antag-2
Cc1ccccc1N(CC(=O)NCCSC1CCCCC1)S(=O)(=O)c1ccccc1 | 27 | -16
CC(=O)NN1C(=O)/C(=C\c2ccc(O)cc2)SC1=S | 24 | -1
COC(=O)NNC(=O)/C=C/c1ccccc1 | 11 | -17
Cc1cccc(C(=O)Nc2ccc3c(c2)C(=O)N(CC(C)C)C3=O)c1 | 10 | -19
O=C1/C(=C\c2ccc(O)cc2)SC(=S)N1Cc1ccccc1 | 14 | 12
CN1CCc2nc(NC(=O)c3cccc(S(=O)(=O)N4CCc5ccccc54)c3)sc2C1 | 26 | -20
CCn1ncc(/C=N\NC(=O)Cc2ccc([N+](=O)[O-])cc2)c1C | 38 | -11
CCn1c(=N)n(CC(O)c2ccco2)c2ccccc21 (stereo unspecified) | 8 | -18
COc1cc(C2NC(=O)NC(c3ccccc3)=C2C(C)=O)cc(Cl)c1OCC(=O)O (stereo unspecified) | 8 | -17
CC(=O)N1CCC(N(CCN2CCOCC2)C(=S)Nc2cc(C)ccc2C)CC1 | 8 | -6
Cc1c(C)c2c(OCC(=O)N3CCC[C@H]3C(=O)O)cc3c(c2oc1=O)CCC(C)(C)O3 | 18 | 0
COc1ccc(-c2cn[nH]c2C)cc1OC | 8 | -16
CC(C)COc1ccc(Cc2cnc(N)nc2N)cc1 | 13 | 6
CSc1nc(C)cc(SCC(=O)Nc2ccc(Cl)cc2Cl)n1 | 47 | -37
Cn1c(CC(=O)Nc2ccccc2F)nnc1SCC(=O)Nc1nncs1 | 11 | -14
CCCc1nn(C)c2c(=O)[nH]c(-c3cc(S(=O)(=O)N(CCO)CCO)ccc3OCC)nc12 | 14 | -22
O=C(NCc1ccncc1)C1CCN(S(=O)(=O)Cc2ccccc2)CC1 | 26 | -9
Cc1ccc2ncnc(NCCCN3CCOCC3)c2c1 | -5 | -9
O=C(CSc1ncc(-c2ccccc2)[nH]1)Nc1cccc(O)c1 | 20 | -2
O=c1ccc(-c2ccc(S(=O)(=O)Nc3ccccc3Cl)o2)n[nH]1 | 19 | -5
CCOC(=O)COc1c(Cl)cc(C2NC(=S)NC(c3ccccc3)=C2C(C)=O)cc1OCC (stereo unspecified) | 9 | -29
Cc1ccc(S(=O)(=O)NC(=NCC(=O)O)c2ccccc2)cc1 | -2 | -13
O=C(NCc1cccs1)C1CCCN(S(=O)(=O)c2ccc(Br)s2)C1 (stereo unspecified) | 13 | -44
CCCCCCOC(=O)C1=C(C)NC(=O)NC1c1ccc2c(c1)OCO2 (stereo unspecified) | 6 | -18
CC(C)N1C(=O)CCC1C(=O)NCCc1ccc(Cl)cc1 (stereo unspecified) | -2 | 4
COc1ccc(/C=C/C(=O)O)cc1S(=O)(=O)N1CCCCC1 | 28 | -9
CC1=NC(C#N)=C(C#N)NC(C)(C)C1 | 30 | -3
O=c1c(O)c(-c2cccs2)oc2ccccc12 | 24 | 19
O=C(NCCNS(=O)(=O)c1ccc(C(F)(F)F)cc1)N1CCOCC1 | 1 | -2
CCOC(=O)c1sc2nc(COC(=O)c3c(F)cccc3F)[nH]c(=O)c2c1C | 14 | -17
CCc1cccc(NC(=O)Cn2cc(C=O)c3ccccc32)c1 | 22 | 13
CCOC(=O)c1c(CN2CCN(C)CC2)oc2ccc(O)cc12 | -1 | 9
O=C(NCc1cccs1)c1ccc([N+](=O)[O-])cc1 | 37 | 5
NS(=O)(=O)c1ccc(N/N=C/c2ccccc2C(=O)O)c([N+](=O)[O-])c1 | 161* | -7
COCCCNC(=S)NCCc1ccc(F)cc1 | -1 | -23
COc1cccc(C(=O)Nc2cccc(-c3nc4ncccc4o3)c2C)c1 | 16 | -16
O=C(/C=C/c1ccc(Cl)cc1)Nc1ccc(N2CCOCC2)cc1 | 20 | -20
O=C(CSc1nc2[nH]c(=O)cc(O)c2s1)Nc1ccc(Br)cc1 | 5 | 13
CCOC(=O)c1[nH]cnc1C(=O)Nc1ccccc1 | 11 | -20
COc1ccc(NC(=S)N2CCN(CCN3C(=O)c4cccc5cccc(c45)C3=O)CC2)cc1 | 31 | -20
COc1ccc(-c2nnc3ccc(SCC(=O)Nc4nc5ccccc5s4)nn23)cc1OC | 13 | -17
CN1C(=S)SC(N(O)C(=O)NC2CCCCC2)C1(C)C (stereo unspecified) | 10 | -13
CC(C)c1cc(C(=O)N2CCCC(N3CCN(c4ccccc4F)CC3)C2)nc(N)n1 (stereo unspecified) | 8 | -26
CN(C)S(=O)(=O)c1cccc(NC(=O)c2cc(-c3cccs3)nc3ccccc23)c1 | 26 | -3
C=CCSC1=C(C#N)C(c2ccccc2Cl)CC(=O)N1 (stereo unspecified) | 1 | 2
O=[N+]([O-])c1ccccc1S(=O)(=O)NCCSc1ccccc1 | 11 | -11
Cc1[nH]c2ccccc2c1C(=O)C(=O)N1CCN(C)CC1 | 11 | 8
COc1cccc(C(=O)c2c[nH]c(C(=O)NCCCN(C)C)c2)c1 | 8 | -3
CCc1cc2c(=O)c(-c3nc4ccccc4n3C)c(COCC(=O)O)oc2cc1OC(=O)C(C)(C)C | 24 | -23
Cc1cc(NC(=O)CSc2nnc(Nc3ccccc3)s2)no1 | 4 | -6

2 entries from above, field by field.
Cc1[nH]c2ccccc2c1C(=O)C(=O)N1CCN(C)CC1
  OX1R antag-1: 11; OX1R antag-2: 8
O=c1c(O)c(-c2cccs2)oc2ccccc12
  OX1R antag-1: 24; OX1R antag-2: 19

Next part.
SMILES | OX1R antag-1 | OX1R antag-2
COC(=O)C1(CO)NC(c2ccc(C)cc2)C2C(=O)N(c3ccccc3)C(=O)C21 (stereo unspecified) | 13 | -10
CCOC(=O)N1CCC(=NNc2ccc(S(N)(=O)=O)cc2[N+](=O)[O-])CC1 | 59* | -2
O=C(Cn1cc([N+](=O)[O-])cn1)NCc1ccco1 | 6 | -2
Cc1ccccc1-c1nc(CN(C)C(C)c2ccon2)c(C)o1 (stereo unspecified) | 29 | -35
CC(=O)c1ccc(-n2nnnc2SCC(=O)Nc2cccc(NC(=O)c3ccco3)c2)cc1 | 21 | 1
COCCCNS(=O)(=O)c1ccc2c3c(cccc13)C(=O)S2 | 41 | -2
COC(=O)NNC(=O)c1cccc(C)c1 | 4 | 1
CC1=NNC(=O)C1CCC(=O)N/N=C(\C)c1ccc(Cl)cc1 (stereo unspecified) | 8 | -9
Cc1ccc(NC(=O)CN(C)S(=O)(=O)c2cccc3cccnc23)c(C)c1 | 11 | -22
Cc1nc2ncccn2c1-c1csc(Nc2ccc(S(N)(=O)=O)cc2)n1 | 46 | 1
CN(Cc1nc2ccccc2c(=O)[nH]1)C(=O)c1ccc(S(=O)(=O)N(C)C)cc1 | 11 | -27
Cc1[nH]c2ccccc2c1/C=N/NC(=O)c1cc(-c2ccncc2)nc2ccccc12 | 30 | -8
Cc1ccc(S(=O)(=O)NCC(=O)N(CC(=O)NCC2CCCO2)CC2CCCO2)cc1 (stereo unspecified) | 12 | -17
COc1cccc(NC(=O)CSc2nnc(Cc3cccs3)n2-c2ccc(C)cc2)c1 | 19 | -9
COc1cccc(NC(=O)CCC2CCN(Cc3nccs3)CC2)c1 | 39 | -12
Cc1cc(NS(=O)(=O)c2ccc(NS(=O)(=O)c3ccc(CC(C)C)cc3)cc2)nc(C)n1 | 16 | -27
O=C(O)CNC(=O)c1ccc(NS(=O)(=O)c2ccc3ccccc3c2)cc1 | 8 | 1
COc1ccc2c(c1OC)C(=O)N(c1ccc(O)cc1)C2=O | 17 | -8
COc1cc(N)c(Cl)cc1Cl | -1 | -8
CCc1ccc(/C=C\C(=O)N2CCc3ccccc3C2)cc1 | 22 | -23
C/C(=N\NC(=O)c1cccs1)C(C)(C)C | 25 | -10
Fc1cccc(Cc2noc(CN3CCN(C4CCc5ccccc5C4)CC3)n2)c1 (stereo unspecified) | 11 | -24
COC(=O)c1cccc(C23CC4(C2)[C@H](CN(Cc2ccc(-c5ccccc5)cc2)[C@@H]4c2ccccc2)C3c2ccc(C(F)(F)F)cc2)c1 (stereo partly specified) | 35 | -26
O=C(O)c1ccccc1SCC(=O)N1CCOCC1 | 11 | -8
CC1CCCC(C)N1CCNC(=O)CCc1nnc2n(Cc3ccccc3)c(=O)c3ccccc3n12 (stereo unspecified) | 14 | -3
O=C(NCC(=O)N(c1ccccc1)C(C(=O)NC1CCCCC1)c1cccnc1)c1ccco1 (stereo unspecified) | 10 | -36
COC(=O)CSc1nnc(-c2sc3cc(OC)ccc3c2Cl)n1C | 1 | 3
Cc1ccc(S(=O)(=O)N(C)CC(=O)Nc2ccc(C)cn2)cc1 | 14 | -17
CCN(CC)c1ccc(/C=N/NC(=O)c2ccc3nc[nH]c3c2)cc1 | 18 | -21
Cc1cc2nc3n(c2cc1C)CC1CC(C(=O)NCc2cccc(Br)c2)N(C)C31 (stereo unspecified) | 20 | -10
Cc1ccc(N(Cc2cc3cc(C)ccc3[nH]c2=O)S(=O)(=O)c2ccccc2)cc1 | 14 | -16
COc1ccccc1/C=C(/C(=O)OCC(=O)Nc1ccccc1C)c1ccccc1 | 46 | -42
COc1ccc(C(=O)Nc2nccs2)cc1OC | 4 | -11
Cc1ccn2c(C(=O)NN=C3CCCCCCC3)c(C)nc2c1 | 22 | -64
Cn1c(CN2CCOCC2)nc2cc(NC(=O)c3ccc(Cl)cc3)ccc21 | 8 | -4
Cc1nnc(SCC(=O)NC2CCCC2)n1CCc1ccccc1 | 31 | -7
CC(C)C[C@H](NC(=O)OC(C)(C)C)C(=O)NCC1CCC(C(=O)N[C@@H](Cc2ccccc2)C(=O)O)CC1 (stereo partly specified) | 1 | -6
CN(CCOc1ccccc1)C(=O)c1ccc2c(c1)OCO2 | 4 | -18
CC(C)(C)NCCOCCOc1ccccc1-c1ccccc1 | 17 | -60
O=C(NCC1CCCCC1)C12CN(Cc3ccccc3)CC1C(c1cccc([N+](=O)[O-])c1)=NO2 (stereo unspecified) | 23 | -24
CCn1nc2cc(C(=O)NCCc3cccs3)ccc2c1OC | 12 | -7
O=C(NCc1ccccc1)C(c1ccc(F)cc1)N(Cc1cccs1)C(=O)c1cnccn1 (stereo unspecified) | 15 | -25
Cc1ccc(-c2ccc(/C=C(\C#N)C(=O)Nc3cc(C)nn3-c3ccccc3)o2)cc1 | 12 | -21
CSC1=NCCN1S(=O)(=O)c1ccc(F)cc1 | 1 | -17
COc1ccc(-n2nc(C(=O)N3CCCCC3)c3ccccc3c2=O)cc1 | 8 | -23
CCc1cccc(C)c1NC(=O)CSc1nnc(CCCOc2ccc(Cl)cc2Cl)n1C | 16 | -11
CC1Cc2cc(/C(O)=C3/C(=O)C(=O)N(CCN4CCOCC4)C3c3cccc(O)c3)ccc2O1 (stereo unspecified) | 10 | -16
COc1ccc(CCNC(=O)CN(C)S(=O)(=O)c2cccs2)cc1 | 8 | -11
N/C(=N\OC(=O)c1ccc2ccccc2c1)c1ccccn1 | 29 | -28
CCOc1cc(C(=O)NC(C)C2CCCO2)cc(OCC)c1OCC (stereo unspecified) | 4 | -19
The listing continues.
SMILES | OX1R antag-1 | OX1R antag-2
CCOc1cccc(CNc2ccc(O)cc2)c1OCc1ccc(Cl)cc1Cl | 11 | -25
C[C@@H]1CCC[C@@]2(O[C@@H](CCO)C[C@H](O)[C@H]2O)O1 | 2 | -5
Cc1ccc(S(=O)(=O)N2CCN(C(=O)c3ccc(OCc4c(C)noc4C)cc3)CC2)cc1 | 27 | -16
COCCCNC(=S)N1CCCN(c2nc3c(C)c(C)ccc3cc2C#N)CC1 | 28 | -31
Cc1ccnc2ccc(SC(F)(F)F)cc12 | 2 | -5
O=C(NN1CCOCC1)c1cc(Cl)ccc1Cl | 9 | 5
Cc1ccc2nc3c(c(C(=O)OC4CCOC4=O)c2c1)CCCC3 (stereo unspecified) | 25 | -30
CCOC(=O)CNS(=O)(=O)CCN1C(=O)c2ccccc2C1=O | 6 | -15
Cc1cc(C)n2nc(SCC(=O)N(CC(C)C)c3c(N)n(CC(C)C)c(=O)[nH]c3=O)nc2n1 | 14 | 1
COc1ccc(NC(=S)NC(=O)/C=C/c2ccco2)cc1 | 18 | -17
COc1cc(OC)cc(C(=O)NNC(=O)CCCOc2ccccc2)c1 | -4 | 0
COc1ccc(-c2ccc(C#N)c(SCC(=O)OCc3ccccc3)n2)cc1OC | 34 | -28
COc1ccc(NC(=O)Cn2cnc3c(cnn3-c3ccc(C)c(C)c3)c2=O)c(OC)c1 | 2 | -24
COc1ccccc1C(=O)NCCC(=O)NCC(c1ccco1)N1CCCCC1 (stereo unspecified) | 32 | -7
N/C(=N\OC(=O)c1ccc2c(c1)OCO2)c1ccncc1 | 4 | -4
COC(=O)c1sccc1NC(=O)Nc1cccc(C)c1 | 35 | -26
O=C(COc1ccc(F)cc1)Nc1nc2c(s1)CCCC2 | 33 | -17

Of the compounds above, these contain an NH in an aromatic ring:
SMILES | OX1R antag-1 | OX1R antag-2
COc1ccc(-c2cn[nH]c2C)cc1OC | 8 | -16
CCCc1nn(C)c2c(=O)[nH]c(-c3cc(S(=O)(=O)N(CCO)CCO)ccc3OCC)nc12 | 14 | -22
O=C(CSc1ncc(-c2ccccc2)[nH]1)Nc1cccc(O)c1 | 20 | -2
O=c1ccc(-c2ccc(S(=O)(=O)Nc3ccccc3Cl)o2)n[nH]1 | 19 | -5
CCOC(=O)c1sc2nc(COC(=O)c3c(F)cccc3F)[nH]c(=O)c2c1C | 14 | -17
O=C(CSc1nc2[nH]c(=O)cc(O)c2s1)Nc1ccc(Br)cc1 | 5 | 13
CCOC(=O)c1[nH]cnc1C(=O)Nc1ccccc1 | 11 | -20
Cc1[nH]c2ccccc2c1C(=O)C(=O)N1CCN(C)CC1 | 11 | 8
COc1cccc(C(=O)c2c[nH]c(C(=O)NCCCN(C)C)c2)c1 | 8 | -3
CN(Cc1nc2ccccc2c(=O)[nH]1)C(=O)c1ccc(S(=O)(=O)N(C)C)cc1 | 11 | -27
Cc1[nH]c2ccccc2c1/C=N/NC(=O)c1cc(-c2ccncc2)nc2ccccc12 | 30 | -8
CCN(CC)c1ccc(/C=N/NC(=O)c2ccc3nc[nH]c3c2)cc1 | 18 | -21
Cc1ccc(N(Cc2cc3cc(C)ccc3[nH]c2=O)S(=O)(=O)c2ccccc2)cc1 | 14 | -16
Cc1cc(C)n2nc(SCC(=O)N(CC(C)C)c3c(N)n(CC(C)C)c(=O)[nH]c3=O)nc2n1 | 14 | 1

Screens deposited in PubChem by The Scripps Research Institute Molecular Screening Center.
